CHRM4 PAM: human M4 muscarinic receptor positive allosteric modulators, primary screen, CHO-K1 cells, Fluo-8 calcium fluorescence; Muscarinic acetylcholine receptor M4 (Homo sapiens), P08173; CHO-K1 hM4/Gqi5, ACh EC20; 0% = ACh EC20, 100% = maximal ACh; activation, % at 3 µM; 360,000 compounds, 0.4% hits; AID 624126, 2012;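 active = activation above its plate's cutoff, the mean activation of sample wells plus 3 SD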; also: some results filed as inactive read as strong as hits
Target sequence (P08173 whole entry, looked up): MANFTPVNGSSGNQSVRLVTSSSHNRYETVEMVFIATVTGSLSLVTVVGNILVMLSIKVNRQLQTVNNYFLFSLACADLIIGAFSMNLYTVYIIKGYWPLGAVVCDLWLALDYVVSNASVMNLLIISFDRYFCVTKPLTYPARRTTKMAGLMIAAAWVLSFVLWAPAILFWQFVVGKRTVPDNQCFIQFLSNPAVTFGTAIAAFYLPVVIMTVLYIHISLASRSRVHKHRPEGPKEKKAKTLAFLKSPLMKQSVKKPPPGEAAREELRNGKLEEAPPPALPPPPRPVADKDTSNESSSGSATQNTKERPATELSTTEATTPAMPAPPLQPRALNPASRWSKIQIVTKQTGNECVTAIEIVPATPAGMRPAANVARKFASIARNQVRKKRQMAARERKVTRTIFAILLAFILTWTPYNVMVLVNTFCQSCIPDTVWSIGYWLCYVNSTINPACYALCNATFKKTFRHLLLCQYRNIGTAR
IDE cell inh: human IDE inhibitors in live cells, primary screen, fluorescence polarization, HEK cells, FAbetaB substrate | FAbetaB cleavage | inhibition, % at 5.59 µM | 320,000 compounds, 0.41% hits | AID 434962, 2010;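 active = percent inhibition above the average of all tested compounds plus 3 SD, set per screening campaign, cut at about 16% in these data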;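 also: IDE supplied by intact live HEK cells; FP after avidin binding of uncleaved biotin substrate so inhibition keeps polarization high; 0% = DMSO wells and 100% = 60 µM reference IDE inhibitor Ii1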
M4 ag: human M4 muscarinic receptor agonists, primary screen, CHO-K1 cells, Fluo-8 calcium fluorescence; 360,000 compounds, 0.14% hits; Muscarinic acetylcholine receptor M4 (Homo sapiens), P08173; CHO-K1 hM4/Gqi5; vehicle 0%, full acetylcholine response 100%; activation, % at 3 µM;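 active = activation above the run mean over all test wells plus 3 SD, cut at about 32% in these data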;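 also: peak over basal fluorescence ratio per well then scaled between controls; 0% = DMSO wells and 100% = acetylcholine at EC100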
M5 ag: human M5 muscarinic receptor agonists, primary screen, CHO-K1 cells, Fluo-8 calcium fluorescence | Muscarinic acetylcholine receptor M5 (Homo sapiens), P08912 | CHO-K1 hM5 cells; 0% DMSO wells, 100% maximal acetylcholine response | activation, % at 3 µM | 360,000 compounds, 0.19% hits | AID 624037, 2012;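 active = activation above the run's mean over test compounds plus 3 SD, cut at about 23% in these data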;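 also: signal is peak over basal fluorescence ratio across the kinetic read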
Target sequence (P08912 whole entry, looked up): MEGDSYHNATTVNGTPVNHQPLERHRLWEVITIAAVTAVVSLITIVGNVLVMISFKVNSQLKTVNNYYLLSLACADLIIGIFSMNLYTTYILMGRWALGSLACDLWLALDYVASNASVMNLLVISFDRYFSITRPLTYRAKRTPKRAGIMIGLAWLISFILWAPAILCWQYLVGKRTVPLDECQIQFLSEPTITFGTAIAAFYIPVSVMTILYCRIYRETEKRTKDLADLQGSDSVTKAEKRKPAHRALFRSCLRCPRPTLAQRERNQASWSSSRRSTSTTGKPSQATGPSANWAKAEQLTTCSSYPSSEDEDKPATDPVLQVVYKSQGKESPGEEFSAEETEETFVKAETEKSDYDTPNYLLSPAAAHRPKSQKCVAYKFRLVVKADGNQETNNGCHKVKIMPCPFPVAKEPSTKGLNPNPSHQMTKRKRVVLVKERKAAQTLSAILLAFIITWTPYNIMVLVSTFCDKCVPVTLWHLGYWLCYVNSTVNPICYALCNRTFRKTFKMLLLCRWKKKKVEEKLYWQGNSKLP
M4 antag: human M4 muscarinic receptor antagonists, primary screen, CHO cells, Fluo-8 calcium fluorescence. Muscarinic acetylcholine receptor M4 (Homo sapiens), P08173. CHO-hM4 cells, ACh EC80. inhibition, % at 3 µM. 360,000 compounds, 0.73% hits;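 active = inhibition above its plate's cutoff, the mean inhibition of sample wells plus 3 SD, cut at about 27% in these data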;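 also: 0% = acetylcholine EC80 with DMSO and 100% = DMSO without agonist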
CRFR2-BP antag: antagonists of CRF-BP/CRF-R2 complex, primary screen, cell-based, HEK293, calcium dye fluorescence, uHTS | CRF-induced calcium fluorescence | inhibition, % at 11.8 µM | 350,000 compounds, 0.59% hits;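 active = inhibition of the ligand-induced calcium signal above about 50% at the single tested concentration, limit read from the data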
CHRM5 PAM: human M5 muscarinic receptor positive allosteric modulators, primary screen, CHO-K1 cells, Fluo-8 calcium fluorescence; Muscarinic acetylcholine receptor M5 (Homo sapiens), P08912; 360,000 compounds, 0.3% hits; activation, % at 3 µM; CHO-K1 hM5, ACh EC20 PAM; 0% = ACh EC20, 100% = ACh EC100; AID 624038, 2012;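 active = activation above the run cutoff, the mean activation of all test compounds plus 3 SD, cut at about 18% in these data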
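Assay system: CHO-K1 hM5 cells. Also added: acetylcholine at EC20 concentration, added after compound. Dosing: 3 µM, single dose. Times: compound preincubation 140 s before EC20 acetylcholine addition. Signal: Fluo-8 calcium fluorescence. Measure: % activation relative to EC20 and EC100 ACh responses. Repeats: singlicate, one well per test compound.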
M5 antag: human M5 muscarinic receptor antagonists, primary screen, CHO cells, Fluo-8 calcium fluorescence; CHO-hM5 cells, ACh EC80; inhibition, % at 3 µM; 360,000 compounds, 0.59% hits;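 active = inhibition above a per-plate cutoff, the mean of that plate's test compounds plus 3 SD, cut at about 27% in these data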;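 also: 0% = acetylcholine EC80 with DMSO and 100% = DMSO without agonist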
CRFBP-R2 agonist: agonists of CRF-BP/CRF-R2 complex, primary screen, cell-based, HEK293, calcium dye fluorescence, uHTS. CRF-binding protein / CRF receptor 2 complex (human). calcium dye fluorescence (FLIPR); percent of saturating CRF peptide response. activation, % at 13.2 µM. 350,000 compounds, 0.46% hits. AID 588473, 2011;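 active = activation of at least 50%, plus an integration ratio under a set limit after plate pattern correction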;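 also: plate controls were neutral control wells without compound for no effect and CRF at EC100 for full effect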
The depositor's hits bear a star; · = not tested or not shown. An unsorted share of the library; any-hit rate near 2.9%.

Short forms – A = CHRM4 PAM; B = IDE cell inh; C = M4 ag; D = M5 ag; E = M4 antag; F = CRFR2-BP antag; G = CHRM5 PAM; H = M5 antag; I = CRFBP-R2 agonist
1: Cc1cccc(C)c1OC(=O)CCN1C(=O)C2C3C=CC(C4CC34)C2C1=O (configuration not stated)
  A: -7; B: 2; C: 5; D: 3; E: 4; F: -16; G: -8; H: 5; I: 2.2
2: Fc1ccc(-c2cc(C(F)(F)F)nc(-n3cncn3)n2)cc1
  A: 5; B: 3; C: 1; D: 2; E: 0; F: -4; G: 0; H: -1; I: -1.4
3: Cc1ccc(C(c2nnnn2CCc2ccccc2)N2CCC(C)CC2)cc1 (configuration not stated)
  A: -11; B: 2; C: 0; D: -7; E: 3; F: 18; G: -19; H: 11; I: 0.4
4: CC(C)(C)OC(=O)C(Cc1ccc(OC(C)(C)C)cc1)NC(=O)CNC(=O)OCc1ccccc1 (configuration not stated)
  A: -6; B: 3; C: -3; D: -3; E: 6; F: 1; G: -6; H: 5; I: -2.5
5: CC(=O)Nc1ccc(N(CC(=O)NC2CCCC2)C(=O)CCC(=O)Nc2cc(C)on2)cc1
  A: 6; B: -7; C: 1; D: -2; E: -21; F: 4; G: 2; H: 4; I: 3.0
6: CCCc1nc2ccccc2c(C(=O)OCc2nnc(-c3cc(OC)c(OC)c(OC)c3)o2)c1CC
  A: -8; B: -3; C: 3; D: -6; E: 13; F: -3; G: -12; H: 1; I: 4.7
7: CCCCCC(=O)Nc1cccc(C2=NOC3(C2)C[C@@H](C(N)=O)N(C(=O)CC(c2ccccc2)c2ccccc2)C3)c1 (some centres not stated)
  A: 7; B: 0; C: 2; D: 0; E: -1; F: 2; G: 8; H: -3; I: 2.0
8: CC(NC(=O)OC(C)(C)C)C(=O)N1CCCC1C(=O)NC(Cc1ccccc1)C(N)=O (configuration not stated)
  A: 7; B: -1; C: 1; D: 0; E: 6; F: -8; G: -1; H: 0; I: 0.8
9: O=C(CNc1cccc(S(=O)(=O)N2CCOCC2)c1)N1CCc2ccccc21
  A: -4; B: 3; C: 2; D: 1; E: -3; F: 7; G: 3; H: -2; I: 2.9
10: O=C1/C(=C\c2cccc([N+](=O)[O-])c2O)SC(=S)N1Cc1ccccc1
  A: -5; B: 0; C: 3; D: -3; E: -11; F: 77*; G: -1; H: 1; I: 5.4
11: Cc1nnc(SCC(=O)NC2CCCCC2)[nH]c1=O
  A: -4; B: 2; C: 0; D: -3; E: 1; F: -7; G: -3; H: 10; I: -0.2
12: COc1ccccc1CCNS(=O)(=O)c1c(C)n(C)c(=O)n(C)c1=O
  A: 5; B: 1; C: 0; D: -2; E: -7; F: 10; G: -1; H: 7; I: 2.2
13: O=C1C=C(NCC2CCCO2)C2(CCCCC2)O1 (configuration not stated)
  A: 0; B: 4; C: 1; D: -1; E: 3; F: 18; G: 2; H: 2; I: -1.5
14: Cc1ccc(N2CN(Cc3ccco3)CNC2=S)cc1
  A: 1; B: -2; C: 1; D: 0; E: 2; F: 15; G: 2; H: 0; I: -1.2
15: CC(C)(C)CN1C(=O)C(=O)NC[C@H]1Cc1ccc(O)cc1
  A: 2; B: 0; C: -1; D: 4; E: 4; F: -1; G: -7; H: 10; I: -1.3
16: Cc1ccc(OCC(=O)N2CCN(S(=O)(=O)c3ccc4c(c3)OCCO4)CC2)c(C)c1
  A: 2; B: 5; C: 3; D: 3; E: -3; F: -4; G: -3; H: 2; I: 0.0
17: CS(=O)(=O)N(Cc1ccccc1)c1ccc(C(=O)Nc2ccccc2Sc2ccccc2)cc1
  A: 2; B: 6; C: 1; D: 1; E: 3; F: 3; G: -5; H: -1; I: 2.6
18: CN(C)c1ccc(C(=S)N2CCCCC2)cc1Br
  A: -3; B: -5; C: 0; D: -6; E: 2; F: -8; G: -10; H: 3; I: -1.8
19: Cc1ccc(F)c(S(=O)(=O)NC(=O)C2(C)CCN2C(=O)CC(c2ccccc2)c2ccccc2)c1 (configuration not stated)
  A: -2; B: ·; C: 1; D: -1; E: 3; F: ·; G: -2; H: 5; I: ·
20: Cc1cc(=O)[nH]c(Nc2ccc(C(=O)OC(C)C)cc2)n1
  A: -5; B: 6; C: 3; D: 1; E: -4; F: -7; G: -1; H: 9; I: 0.1
21: CC(=O)Nc1ccc(NCC(=O)c2ccccc2)cc1
  A: -6; B: -1; C: 1; D: -4; E: 12; F: -5; G: -1; H: 1; I: 1.1
22: COc1ccccc1NC(=O)c1cc(C(=O)O)ccc1C(=O)O
  A: 12; B: 3; C: 1; D: -2; E: -5; F: 0; G: -1; H: -2; I: -0.3
23: CCOC(=O)c1c(NC(=O)c2ccccc2Br)sc2c1CCc1ccccc1-2
  A: 18; B: 0; C: 0; D: 2; E: -3; F: 1; G: -13; H: 6; I: -1.1
24: CCOc1ccc(C(CC(=O)O)NC(=O)c2ccco2)cc1OC (configuration not stated)
  A: -4; B: 0; C: 0; D: -4; E: 6; F: -13; G: -1; H: 4; I: 4.8
25: O=c1ccc2cc3c4c(c2o1)CCCN4CCC3
  A: -6; B: 4; C: 5; D: 5; E: -2; F: -10; G: 4; H: -3; I: 20
26: COc1ccc(Sc2nc(-c3ccccc3)ncc2C(=O)O)cc1
  A: -3; B: 3; C: 14; D: -1; E: 3; F: 6; G: -12; H: 19; I: -5.7
27: CC1(C)C2CCC1(C)C(NC(=O)/C=C/c1ccccc1)C2 (configuration not stated)
  A: 4; B: 4; C: -2; D: -1; E: -7; F: -23; G: 11; H: -3; I: -2.8
28: O=C(N/N=C/c1cn(-c2ccccc2)nc1-c1ccccc1)c1ccco1
  A: -6; B: -1; C: 6; D: -2; E: 5; F: -10; G: -7; H: 5; I: 0.8
29: COc1ccc(C(=O)Nc2cc3c4c(c2)C(C)C(=O)N4CCC3)cc1 (configuration not stated)
  A: -7; B: 7; C: 2; D: -4; E: -10; F: -2; G: -4; H: -6; I: -1.0
30: C/C(CCC(C)C)=N\NC(=S)Nc1cc(S(=O)(=O)N2CCOCC2)ccc1N1CCOCC1
  A: -5; B: -1; C: -1; D: 3; E: -4; F: 0; G: 7; H: 1; I: -2.0
31: CCNc1nc(NCC)n2c(SCC(=O)N3CC4(C)CC3CC(C)(C)C4)nnc2n1 (configuration not stated)
  A: -2; B: -1; C: 1; D: -1; E: 12; F: 7; G: 2; H: -1; I: -1.1
32: CN(Cc1ccon1)C(=O)CC1C(=O)NCCN1Cc1cccc(F)c1F (configuration not stated)
  A: 6; B: 1; C: 2; D: 0; E: -3; F: -10; G: 8; H: 1; I: 0.6
33: CC1(C)Cc2ccccc2-c2nc(NCCO)n(-c3ccccc3)c(=O)c21
  A: 7; B: 4; C: 1; D: 2; E: -12; F: -2; G: 6; H: 3; I: 1.8
34: Cc1noc(C)c1S(=O)(=O)N1CCC(C(=O)NCCC2=CCCCC2)CC1
  A: 6; B: 0; C: 1; D: -5; E: 1; F: -12; G: -7; H: 2; I: 1.4
35: O=C(CCc1c[nH]c2ccccc12)N/N=C/c1ccc2c(c1)OCO2
  A: 6; B: 2; C: 10; D: 2; E: 4; F: 6; G: -10; H: 13; I: -1.2
36: O=C(NNS(=O)(=O)c1ccc(Br)cc1)c1csnn1
  A: 2; B: ·; C: 0; D: 2; E: -5; F: -14; G: 12; H: 3; I: -3.8
37: CCOc1cc(/C=C2\C(=O)ON=C2c2ccccc2)ccc1OC
  A: -1; B: -4; C: 0; D: -2; E: 6; F: -25; G: -2; H: 8; I: 11
38: CCOC(=O)c1ccc(NC(=S)NC2CC(C)(C)NC(C)(C)C2)cc1
  A: 6; B: -2; C: 1; D: -2; E: -8; F: -45; G: 3; H: -3; I: 16
39: CS(=O)(=O)N(CC(=O)Nc1cccc(Cl)c1Cl)c1ccccc1
  A: 24; B: 3; C: 3; D: -3; E: 0; F: 6; G: 6; H: -3; I: 7.4
40: CCOC(=O)C1CCCN(C(=O)Cn2nc(CC)n3c(cc4sccc43)c2=O)C1 (configuration not stated)
  A: -5; B: 8; C: 8; D: 1; E: -21; F: 20; G: -9; H: 1; I: 0.8

With a hit mark in CRFR2-BP antag, of those listed so far:
Short forms – A = CHRM4 PAM; B = IDE cell inh; C = M4 ag; D = M5 ag; E = M4 antag; F = CRFR2-BP antag; G = CHRM5 PAM; H = M5 antag; I = CRFBP-R2 agonist
10: O=C1/C(=C\c2cccc([N+](=O)[O-])c2O)SC(=S)N1Cc1ccccc1
  A: -5; B: 0; C: 3; D: -3; E: -11; F: 77*; G: -1; H: 1; I: 5.4

Further entries.
Short forms – A = CHRM4 PAM; B = IDE cell inh; C = M4 ag; D = M5 ag; E = M4 antag; F = CRFR2-BP antag; G = CHRM5 PAM; H = M5 antag; I = CRFBP-R2 agonist
41: Cc1cc(CN(C)C(=O)c2cc(COc3ccc4ncccc4c3)on2)on1
  A: -24; B: 2; C: 12; D: 8; E: 19; F: -10; G: -21; H: 14; I: 0.0
42: CCc1nc(SCC(=O)Nc2ccc([N+](=O)[O-])cc2)n[nH]1
  A: -2; B: -3; C: 2; D: 4; E: 3; F: 3; G: 3; H: -11; I: -1.9
43: CCOC(=O)c1c(C)[nH]c(C(=O)COC(=O)CNC(=O)c2ccc(Br)cc2)c1C
  A: 4; B: 8; C: 1; D: 0; E: -3; F: -11; G: 0; H: -11; I: -1.0
44: O=C(COC(=O)CCc1nc2ccccc2c(=O)[nH]1)Nc1ccc(OC(F)(F)F)cc1
  A: 8; B: -3; C: 1; D: 0; E: -12; F: 12; G: 2; H: -2; I: -0.9
45: CSc1nn(-c2ccc(C(=O)OC(C(=O)NC(N)=O)C(C)C)cc2)c(=S)s1 (configuration not stated)
  A: -2; B: 1; C: 1; D: -1; E: -9; F: -114; G: -3; H: 11; I: 1.9
46: CCOc1cc(C)c(Cl)cc1S(=O)(=O)N(CC)CC
  A: 4; B: 2; C: -1; D: -5; E: 2; F: -1; G: -6; H: 2; I: -1.6
47: C=CCOC(=O)C1=C[C@H](c2ccccc2)[C@@H](CCCO)[C@H](OCC)O1
  A: 6; B: 1; C: 3; D: 7; E: -4; F: 1; G: -3; H: 14; I: -0.9

Two of these compounds in another layout:
cpd | canonical_smiles | CHRM4 PAM | IDE cell inh | M4 ag | M5 ag | M4 antag | CRFR2-BP antag | CHRM5 PAM | M5 antag | CRFBP-R2 agonist
6 | CCCc1nc2ccccc2c(C(=O)OCc2nnc(-c3cc(OC)c(OC)c(OC)c3)o2)c1CC | -8 | -3 | 3 | -6 | 13 | -3 | -12 | 1 | 4.7
7 | CCCCCC(=O)Nc1cccc(C2=NOC3(C2)C[C@@H](C(N)=O)N(C(=O)CC(c2ccccc2)c2ccccc2)C3)c1 (some centres not stated) | 7 | 0 | 2 | 0 | -1 | 2 | 8 | -3 | 2.0

High-throughput results (PubChem BioAssay)
